Screening data (PubChem)
EPAC1 ag – qHTS for Agonist of cAMP-regulated guanine nucleotide exchange factor 3 (EPAC1): primary screen; Potency, µM (top dose mostly 154 µM), for the others: top-dose activation, hits mostly activators; AID 720707, 2013; 360,000 compounds, 0.073% hits; EPAC1 agonist qHTS, biochemical assay; response scale: 100% = response to 6.5 mM cAMP; also: potency is read from the fitted curve at half-maximal effect; nearly all actives have a fitted effect of over 60% in size
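Multi-concentration qHTS readout: loss of Rap1B-bound BODIPY-GDP fluorescence driven by 100 nM EPAC1 with excess GDP (50 uM), monitored kinetically at room temperature; agonist response expressed relative to 6.5 mM cAMP.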
PTHR1 agonist – qHTS for PTHR1 Agonists: Primary Screen. HEK293 GP2 PTHR1 cells, GloSensor cAMP luminescence, 1 h. 410,000 compounds, 0.075% hits. Potency, µM (series often up to 115 µM), without a hit: top-dose activation, most hits filed as activators. AID 743266, 2014; also: potency is read from the fitted curve at half-maximal effect; nearly all actives have a fitted effect of over 55% in size; some results filed as inactive show a strong effect at the top dose; inactives centre near -15; many of its hits are not listed in these tables
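HEK-293-derived GP2 cells expressing PTHR1 and a GloSensor cAMP reporter, 3,000/well, plated overnight, given luciferin plus IBMX (each 0.5 mM as added) for 1 h at 37 °C, then compound for 1 h at 37 °C. Luminescence was read after 15 min at room temperature.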
GLP1R inv ag – qHTS of GLP-1 Receptor Inverse Agonists (Inhibition Mode); HEK293 GLP-1R CRE-luciferase, luminescence, 24 h; GLP-1R form is constitutively active; Glucagon-like peptide 1 receptor (Homo sapiens), P43220; 410,000 compounds, 1.6% hits; Potency, µM (series often up to 38.3 µM), without a hit: top-dose activity change, negative = inhibition, most hits filed as inhibitors; also: potency is read from the fitted curve at half-maximal effect; % is scaled to controls: 0 for no effect and ±100 for the full control effect; nearly all actives have a fitted effect of over 55% in size
Target sequence (P43220 whole entry, looked up): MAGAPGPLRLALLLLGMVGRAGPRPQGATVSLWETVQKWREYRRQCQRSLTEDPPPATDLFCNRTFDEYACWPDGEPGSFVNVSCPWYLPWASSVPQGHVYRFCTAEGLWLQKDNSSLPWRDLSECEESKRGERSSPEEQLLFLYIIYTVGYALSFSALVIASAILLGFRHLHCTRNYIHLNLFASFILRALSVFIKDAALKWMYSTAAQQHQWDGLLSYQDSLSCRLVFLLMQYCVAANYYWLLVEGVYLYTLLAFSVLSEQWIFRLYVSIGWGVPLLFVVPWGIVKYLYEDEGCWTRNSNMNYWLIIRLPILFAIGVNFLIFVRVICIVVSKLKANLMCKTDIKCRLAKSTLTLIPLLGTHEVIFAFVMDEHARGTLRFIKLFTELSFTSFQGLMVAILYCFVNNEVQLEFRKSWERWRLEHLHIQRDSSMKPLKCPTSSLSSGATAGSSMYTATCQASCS
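Stable HEK293 clone (constitutively active GLP-1R + cAMP-response luciferase); 200 cells/uL plated, 12 h pre-culture, compound 24 hr, 37 deg C/5% CO2; detection reagent 12 min RT; luminescence.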
PI5P4Ka inh – qHTS for Inhibitors of phosphatidylinositol 5-phosphate 4-kinase (PI5P4K). Phosphatidylinositol 5-phosphate 4-kinase type-2 alpha (Homo sapiens), P48426. PI5P4Kalpha enzyme, ADP-Glo luminescence, 60 min; stronger effect = lower value. max response, %. 330,000 compounds, 1.2% hits; active = max response of -50% or lower; inconclusive = between -30% and -50%; inactive = -30% or higher; also: value at the top dose of about 77 µM; % is scaled to controls: 0 for no effect and ±100 for the full control effect
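ADP-Glo luminescence end-point after a 60 min room-temperature kinase reaction. PI5P4Kalpha and substrate in HEPES pH 7.4 buffer with EGTA, 0.1% CHAPS and 5% DMSO; ATP at 5 microM final.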
GLP-1R agonist – qHTS of GLP-1 Receptor Agonists | Glucagon-like peptide 1 receptor (Homo sapiens), P43220 | HEK293 GLP-1R CRE-luciferase, luminescence, 4-6 h; cells express a hypersensitive GLP-1R form | Potency, µM (highest dose often 45.6 µM), for inactives: top-dose activation, actives largely listed as activators | 380,000 compounds, 0.007% hits; also: potency is read from the fitted curve at half-maximal effect; % of control where 0% means no effect
GLP1R cytotox – qHTS of GLP-1 Receptor Inverse Agonists: Cytotox Screen; HEK293 cAMP-luciferase reporter cells, luminescence, 24 h; Potency, µM (doses to about 38.3 µM), inactives show at the highest dose activity change, negative = inhibition, most hits filed as inhibitors; 410,000 compounds, 0.13% hits; AID 624418, 2012;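 also: loss of luciferase light is scored as toxicity; potency is read from the fitted curve at half-maximal effect; % is scaled to controls: 0 for no effect and ±100 for the full control effect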
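Quantitative HTS format, 1536 wells, 200 cells/uL seeded. Compounds: 23 nL, 24 h, 37 °C. Detection: luciferase reagent, luminescence at 12 min RT; decreased signal taken as cytotoxic.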
PLK1 PBD inh – qHTS for Inhibitors of PLK1-PDB (polo-like kinase 1 - polo-box domain): Primary Screen; Potency, µM, for inactives: max response, negative = inhibition, actives largely listed as inhibitors; 360,000 compounds, 2.8% hits; Plk1 PBD binding of FITC phosphopeptide, fluorescence polarization; Serine/threonine-protein kinase PLK1 (Homo sapiens), P53350; also: potency is read from the fitted curve at half-maximal effect; series mostly up to about 57 µM; % is scaled to controls: 0 for no effect and ±100 for the full control effect; nearly all actives have a fitted effect of over 65% in size
Target sequence (P53350 whole entry, looked up, the tested form may be a part): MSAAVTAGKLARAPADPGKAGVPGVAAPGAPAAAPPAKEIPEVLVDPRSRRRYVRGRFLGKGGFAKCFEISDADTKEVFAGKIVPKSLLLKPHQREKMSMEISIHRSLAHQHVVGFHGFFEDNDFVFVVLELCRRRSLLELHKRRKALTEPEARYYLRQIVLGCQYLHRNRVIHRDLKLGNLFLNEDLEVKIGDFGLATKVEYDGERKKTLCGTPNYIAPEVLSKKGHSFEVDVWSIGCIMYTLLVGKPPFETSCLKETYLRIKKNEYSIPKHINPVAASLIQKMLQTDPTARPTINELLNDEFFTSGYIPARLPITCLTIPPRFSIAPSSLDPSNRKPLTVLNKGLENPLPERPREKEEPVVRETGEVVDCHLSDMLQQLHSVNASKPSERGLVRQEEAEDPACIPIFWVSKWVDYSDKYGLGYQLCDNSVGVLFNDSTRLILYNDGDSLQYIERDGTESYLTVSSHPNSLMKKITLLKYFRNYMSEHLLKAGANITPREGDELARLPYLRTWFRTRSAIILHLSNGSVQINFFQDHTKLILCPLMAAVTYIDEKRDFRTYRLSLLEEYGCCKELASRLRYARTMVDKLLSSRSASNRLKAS
IL-2 act – qHTS of IL-2 Activators; IL-2 activation reporter assay, cell-based qHTS; stimulated with anti-CD3/CD4/CD28 beads; in transgenic mouse T cells; 360,000 compounds, 0.065% hits; activation, % (series mostly up to about 46 µM); in the data active = activation above about 50%; inconclusive = mostly about 30% to 49%; also: 0% is about no effect
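Using fluorescent plate cytometry, EGFP and DsRed are detected in transgenic mouse T cells stimulated 18 h at 37 degrees C with antibody-coated beads after 60 min compound pretreatment.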
EPAC1 antag – qHTS for Antagonist of cAMP-regulated guanine nucleotide exchange factor 3 (EPAC1): primary screen. Potency, µM (doses to about 115 µM), for the others: at the highest dose activity change, negative = inhibition, usual class: inhibitors. 360,000 compounds, 0.14% hits. Rap guanine nucleotide exchange factor 3 (Homo sapiens), O95398. EPAC1 GEF assay, Rap1b-BODIPY-GDP exchange fluorescence. AID 720709, 2013;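 also: potency is read from the fitted curve at half-maximal effect; plate controls were vehicle for no effect and positive control for full effect; nearly all actives have a fitted effect of over 50% in size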
* = called active by the depositor; i = inactive; ? = inconclusive; nt = no result given; [ ] = another dose, or the depositor's remark. Unless noted, calls follow the shape of the dose curve; as a rule, active = well fitted curve in the direction sought with a large enough effect; inconclusive = small, poorly fitted or top-dose-only effect, or another doubt; inactive = no such curve, though single readings can be large; an effect the other way counts as inactive or inconclusive. Not all compounds are listed; the hit share may differ from the screen's.

SMILES	EPAC1 ag	PTHR1 agonist	GLP1R inv ag	PI5P4Ka inh	GLP-1R agonist	GLP1R cytotox	PLK1 PBD inh	IL-2 act	EPAC1 antag
Cc1cc(C)c(C(=O)Cn2cnc3cc([N+](=O)[O-])ccc3c2=O)cc1C	6%	-11%	?	-7	-2%	5%	-10%	1.3	-5%
CC(=O)Oc1cccc(Nc2ncnc3ccccc23)c1	16%	-7%	21%	-2	1%	-7%	-1%	0.8	-21%
O=C(Nc1nc2ccccc2s1)c1ccccc1[N+](=O)[O-]	-7%	-23%	7%	-1	2%	-3%	0%	1.7	7%
COc1cc(CNC(=O)C2CCCN2S(=O)(=O)c2ccccc2)cc(OC)c1OC (stereo not given)	11%	i	2%	-2	8%	13%	-16%	-0.8	-13%
O=S(=O)(NCCc1ccccc1)c1ccc(S(=O)(=O)N2CCCCC2)cc1	-10%	i	2%	nt	-1%	-18%	-1%	1.4	20%
O=C(NCCc1c[nH]c2ccccc12)/C(=C\c1ccco1)NC(=O)c1ccco1	3%	-4%	10%	-2	17%	3%	3%	-0.2	-4%
Cc1cccc(C)c1NC(=O)CN1C(=O)NC(C)(CCc2ccccc2)C1=O (stereo not given)	4%	0%	-8%	1	0%	-14%	-8%	1.1	-10%
CCCNC(=O)NC(=O)CSc1ccc2c(c1)OCCO2	-7%	-15%[57.5 µM]	7%	3	6%	68%[activator]	-14%	1.7	-13%
CCNC(=O)C1=C(O)c2sccc2N(C)S1(=O)=O	-3%	-3%	22%	-3	-1%	-1%	-9%	-0.8	-18%
COc1cc(OC)cc(-c2c(C#Cc3ccsc3)c3cc(-c4ccc5[nH]ccc5c4)ccc3n2C)c1	-9%	-31%[inhibitor]	-18%	-1	-16%	4%	8%	0.0	3%
COC(=O)C(C)Sc1ccc2nnc(-c3cccc(F)c3)n2n1 (stereo not given)	-23%	23%	6%	1	4%	10%	-32%	-1.3	-9%
Brc1cccc(-c2nc3c4ccccc4ccn3c2Cc2ccccc2)c1	-2%	-13%	?	3	7%	0%	1%	-0.8	18%
COc1ccc(NS(=O)(=O)c2ccc(C(=O)OC(C)C(=O)N3CCOCC3)cc2)cc1 (stereo not given)	-3%	-7%	8%	4	-8%	0%	3%	0.3	4%
CCCCOc1ccc(C(=O)NNC(=O)C2C3C=CC(C3)C2C(=O)O)cc1 (stereo not given)	0%	-52%[inhibitor]	-25%	1	-5%	-7%	-9%	-3.0	22%
Cn1c(NC(=O)C2CCCO2)cc(=O)n(C)c1=O (stereo not given)	-5%	-5%[57.5 µM]	23%	nt	-1%	2%	1%	2.2	7%
COCCNC(=O)c1ccccc1NC(=O)Cc1ccccc1[N+](=O)[O-]	1%	i	5%	-4	5%	-4%	1%	-1.6	-9%
Clc1cccc(CN2CCC3CC2c2cc(N4CCCCC4)ccc23)c1 (stereo not given)	-14%	12%	4%	-6	-2%	3%	-2%	0.4	13%
Cc1cccnc1C1=NOC(Cc2ccccc2)C(=O)N1Cc1ccc(F)cc1 (stereo not given)	-7%	i	?	16	-2%	4%	2%	0.8	-18%
C(=C\c1cc(/C=C/c2ccccc2)ncn1)/c1ccccc1	6%	-18%	-10%	0	-8%	11%	-21%	-0.4	1%
Cc1ccccc1OCC(=O)Nc1ccccc1-c1ccccc1	8%	-12%	?	-1	11%	15%	2%	-2.9	-7%
COc1cc(/C=N/NC(N)=O)cc(Br)c1OCc1ccc(C)cc1	7%	i	21%	6	3%	9%	-2%	-2.0	-9%
Cc1cc(/C=N\NC(=O)CC(=O)NC2CCCCC2)c(C)n1-c1cccc(Cl)c1Cl	-1%	-30%	?	0	-4%	-7%	-15%	0.8	-16%
Nc1c2c3c(sc2nc(=O)n1N)CCCC3	-12%	-20%	8%	-2	-2%	8%	-18%	0.0	3%
COc1ccc(NC(=O)c2cnc(Nc3ccc(C)c(Cl)c3)c3ccccc23)cc1OC	nt	-27%	24%	nt	-1%	2%	nt	nt	nt
CC(C)OP(=O)(c1ccc(N(C)C)cc1)C(O)c1ccncc1 (stereo not given)	-8%	-6%[57.5 µM]	-7%	0	-14%	0%	1%	-0.5	-8%

Retrieved one by one from the list above:
SMILES	EPAC1 ag	PTHR1 agonist	GLP1R inv ag	PI5P4Ka inh	GLP-1R agonist	GLP1R cytotox	PLK1 PBD inh	IL-2 act	EPAC1 antag
CCCCOc1ccc(C(=O)NNC(=O)C2C3C=CC(C3)C2C(=O)O)cc1 (stereo not given)	0%	-52%[inhibitor]	-25%	1	-5%	-7%	-9%	-3.0	22%
COc1cc(/C=N/NC(N)=O)cc(Br)c1OCc1ccc(C)cc1	7%	i	21%	6	3%	9%	-2%	-2.0	-9%
Nc1c2c3c(sc2nc(=O)n1N)CCCC3	-12%	-20%	8%	-2	-2%	8%	-18%	0.0	3%
COCCNC(=O)c1ccccc1NC(=O)Cc1ccccc1[N+](=O)[O-]	1%	i	5%	-4	5%	-4%	1%	-1.6	-9%

(cont.)
SMILES	EPAC1 ag	PTHR1 agonist	GLP1R inv ag	PI5P4Ka inh	GLP-1R agonist	GLP1R cytotox	PLK1 PBD inh	IL-2 act	EPAC1 antag
CCN=C1SC(CC(=O)NCCc2ccc(OC)cc2)C(=O)N1CC (stereo not given)	3%	-3%	0%	nt	33%	7%	0%	-1.4	-1%
O=C(Nc1cccc(C(=O)Nc2cccc(Br)c2)c1)c1ccccc1	0%	-21%	?	-6	21%	-30%	4%	1.2	4%
CN(c1ccccc1)S(=O)(=O)c1cccc(NS(=O)(=O)c2cccc(C(=O)O)c2)c1	2%	-2%	5%	0	-4%	8%	-6%	-0.2	-2%
COc1cc(C)c2sc3ccccc3c(=O)c2c1NCCN(C)C	1%	-22%	?	-9	-1%	?	-1%	-6.1	13%
Cc1nc(N2CCN(c3ccccc3F)CC2)[nH]c(=O)c1C	1%	-15%	0%	4	6%	-4%	-4%	0.0	-20%
CCOC(=O)c1ccc(NC(=S)N(Cc2cccnc2)Cc2ccco2)cc1	6%	-72%[inhibitor]	-16%	-2	5%	20%	-15%	-4.6	-15%
CSc1ccc(CN2CCC(C)(Oc3ccc4ccccc4c3)C2)cc1 (stereo not given)	-1%	-1%	?	30	-4%	1%	-1%	-0.5	-5%
CCOc1ccc(S(=O)(=O)N2CCC(C(=O)OC(C)C(=O)N(C)C3CCCCC3)CC2)cc1 (stereo not given)	-3%	-18%	?	18	21%	-4%	-2%	-1.0	3%
COc1cccc(NC(=O)Cn2c(=O)ccc3cc(S(=O)(=O)N4CCC(C)CC4)ccc32)c1	nt	-23%	-1%	nt	5%	-4%	nt	nt	nt
CCc1nnc(NC(=O)C2CCCN2S(=O)(=O)c2ccccc2)s1 (stereo not given)	2%	-15%	-4%	nt	-2%	15%	-3%	0.9	10%
COc1ccccc1C(=O)NCCC(=O)NCCC12CC3CC(CC(C3)C1)C2	5%	-19%	?	3	15%	15%	-7%	-4.4	-15%
O=C(O)C1C2CC2CN1C(=O)c1ccc(Cl)cc1 (stereo not given)	0%	i	2%[7.66 µM]	3	1%	-3%[7.66 µM]	?	0.4	-12%
O=C(O)C1CCCCC1C(=O)Nc1ccc2c(c1)OCO2 (stereo not given)	-3%	-12%	-1%	3	-1%	2%	-3%	-1.9	-13%
CC1Cc2cc(/C=C3/SC(=S)N(C)C3=O)ccc2O1 (stereo not given)	9%	-27%	11%	2	3%	-1%	-3%	-0.5	15%
COc1cc(NC(=O)c2ccc(Cl)cc2)c2ncccc2c1	-7%	-14%	0%	24	2%	-8%	3%	-4.5	-12%
C=CCn1c(C)cc(C(=O)COC(=O)CNC(=O)c2ccccc2)c1C	5%	-4%	0%	-1	-14%	16%	3%	-5.3	0%
CCC(C)NC(=O)c1c(C)cc(=O)oc1C (stereo not given)	-10%	-16%[57.5 µM]	1%	nt	0%	9%	-2%	0.0	2%
COc1cccc(-c2ncc3ccccc3c2COC(=O)CCC(=O)O)c1	-10%	-11%	10%	-8	-1%	-2%	1%	0.4	-11%
Cc1nnc(SCC(=O)Nc2nsc(-c3ccc(Cl)cc3)n2)s1	5%	i	0%	-3	2%	9%	-12%	-1.1	7%
COc1ccc(C2C3=C(CC(C)(C)CC3=O)N(C)C3=C2C(=O)CC(C)(C)C3)cc1OC	-5%	i	8%	-2	3%	2%	?	0.9	1%
Cc1oc(-c2ccccc2)nc1CSc1nc2c(c(=O)[nH]1)CCC2	-2%	i	0%	-1	-2%	0%	-14%	0.4	-22%
O=C(CN1CCN(Cc2ccccc2F)C1=O)NCCN1CCOCC1	0%	-11%	-10%	0	10%	-8%	-5%	-2.8	-4%
O=[N+]([O-])c1cccc(NC(=S)Nc2nc(-c3ccccc3Cl)cs2)c1	-10%	-46%[inhibitor]	?	-29	-4%	?	?	-2.4	-11%
CC(C)NCc1cccc([N+](=O)[O-])c1	-6%	-3%	-7%	-4	0%	0%	-5%	0.0	7%
CC(=O)c1ccc(NC(=S)Nc2ccc3[nH]c(=O)[nH]c3c2)cc1	15%	i	16%	-4	9%	-10%	-28%	-0.5	-6%
O=c1ccc2cc3ccoc3cc2o1	-25%	i	28%	-5	21%	-1%	2%	-0.2	5%
N=C1C(c2ccccc2)=C(O)CN1c1ccccc1	-9%	i	3%	0	7%	-1%	1%	-4.8	20%
O=C(NCCc1nnc2ccc(SCC(=O)N3CCCC3)nn12)c1ccc(F)cc1	13%	-1%	0%	-1	-4%	-2%	-15%	-2.5	22%
